Keap1 Nrf2 FP = Keap1-Nrf2 protein-protein interaction inhibitors, primary screen, biochemical, fluorescence polarization, single point; Kelch-like ECH-associated protein 1 (Homo sapiens), Q14145; Keap1 Kelch-Nrf2 peptide fluorescence polarization, 1536-well; inhibition, % at 9.4 µM; hit rate 0.15% among 340,000; in the data active = inhibition above about 12%;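 note: human Keap1 Kelch domain with fluorescein labeled Nrf2 9mer peptide probe; 0% = neutral control wells and 100% = peptide positive control; higher means more block of Keap1 binding to Nrf2 peptide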
Target sequence (Q14145 whole entry, looked up, the tested form may be a part): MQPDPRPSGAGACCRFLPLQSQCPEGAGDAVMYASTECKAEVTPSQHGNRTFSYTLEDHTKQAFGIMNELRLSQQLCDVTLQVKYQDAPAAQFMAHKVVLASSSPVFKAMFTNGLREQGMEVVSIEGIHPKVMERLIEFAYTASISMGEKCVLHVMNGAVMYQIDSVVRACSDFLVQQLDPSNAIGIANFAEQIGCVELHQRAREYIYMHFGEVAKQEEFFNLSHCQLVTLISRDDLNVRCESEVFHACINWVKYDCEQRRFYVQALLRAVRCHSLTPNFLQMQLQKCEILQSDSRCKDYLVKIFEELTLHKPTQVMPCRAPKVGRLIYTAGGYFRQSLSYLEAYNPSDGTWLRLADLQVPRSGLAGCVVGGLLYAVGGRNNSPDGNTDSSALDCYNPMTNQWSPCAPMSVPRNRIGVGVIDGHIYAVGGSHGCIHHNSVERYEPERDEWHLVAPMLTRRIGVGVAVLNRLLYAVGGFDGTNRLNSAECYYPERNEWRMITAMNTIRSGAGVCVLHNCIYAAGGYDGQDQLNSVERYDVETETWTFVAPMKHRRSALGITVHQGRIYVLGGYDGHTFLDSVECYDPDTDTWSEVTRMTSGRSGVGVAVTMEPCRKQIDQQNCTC
Rtt109 Vps75 = inhibitors of C. albicans Rtt109/Vps75 HAT, primary screen, biochemical, ThioGlo CoA-SH fluorescence, plate reader; hit rate 0.16% among 330,000; purified Rtt109/Vps75, 4 h; inhibition, % at 34.9 µM; Histone acetyltransferase RTT109 (Candida albicans (strain SC5314 / ATCC MYA-2876)), …;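 active = inhibition of at least 50% in every replicate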
Target sequence (Q5AAJ8 whole entry, looked up): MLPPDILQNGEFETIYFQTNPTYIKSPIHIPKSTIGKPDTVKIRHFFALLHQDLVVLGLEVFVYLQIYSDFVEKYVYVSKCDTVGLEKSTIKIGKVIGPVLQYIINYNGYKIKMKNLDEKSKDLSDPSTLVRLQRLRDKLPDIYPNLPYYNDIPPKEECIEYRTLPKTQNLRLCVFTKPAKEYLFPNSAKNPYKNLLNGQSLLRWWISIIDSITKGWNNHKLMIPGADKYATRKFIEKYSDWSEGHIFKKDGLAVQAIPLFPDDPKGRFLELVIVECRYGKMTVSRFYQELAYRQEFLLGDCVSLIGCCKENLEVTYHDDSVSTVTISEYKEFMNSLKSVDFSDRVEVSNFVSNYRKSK
SR-BI DiI-HDL act = activators of SR-BI mediated DiI-HDL uptake, primary screen, ldlA[mSR-BI] CHO cells, DiI fluorescence; activation, % at 12.5 µM; hit rate 0.096% among 320,000; 3 h; 100 = double the neutral-control signal;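 active = mean replicate activation of at least 60% and every replicate at or above 60%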;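 note: 0% = median plate neutral-control signal and 100% = twice that signal; values of inactives mirror those of a sister screen read the other way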
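Test system: SR-BI-overexpressing, LDLR-lacking CHO cells. Measured by: DiI fluorescence, bottom read. Medium: Ham's F12 with 0.5% BSA, HEPES 25 mM, pH 7.4. Timing: 3 h uptake period with compound, 37 °C.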
PKA-R2B act = activators of PKA-R2B holoenzyme, primary screen, biochemical, fluorescence polarization, Cy5-IP20, human | cAMP-dependent protein kinase catalytic subunit beta (Homo sapiens) + cAMP-dependent … | PKA-R2B holoenzyme dissociation; R2B truncated from residue 108, S112A mutant; 0% DMSO only, 100% 113 µM cGMP | activation, % at 11.4 µM | hit rate 0.079% among 340,000 | AID 504700, 2011;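 active = activation above a cutoff set at the mean over all compounds plus 3 SD, cut at about 18% in these data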;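 note: higher means more holoenzyme dissociation and a rise in polarization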
CAL PDZ FP-1 = untagged CAL PDZ binding inhibitors, primary screen, biochemical, fluorescence polarization, HTS; Golgi-associated PDZ and coiled-coil motif-containing protein (Homo sapiens), Q9HD26; purified CAL PDZ, TMR-peptide fluorescence polarization, 1 h; inhibition, % at 24.9 µM; hit rate 0.92% among 300,000; AID 602252, 2012;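 active = mean inhibition of at least 30% with at least half of replicates also reaching 30%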;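 note: 0% = DMSO neutral control and 100% = excess unlabeled competitor peptide PRC23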
RTF Ca sens inh = cardiac RTF calcium sensitivity inhibitors, primary screen, biochemical, IANBD-TnC fluorescence, EC70 calcium | AID 493244, 2011 | inhibition, % at 7.15 µM | IANBD-labeled cardiac RTF, Ca2+ fluorescence | hit rate 0.12% among 340,000;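 active = inhibition above the mean inhibition of all tested compounds plus 3 SD, cut at about 17% in these data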;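 note: assay run at fixed EC70 calcium of 1.6 mM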
CAL PDZ FP-2 = CAL PDZ peptide-binding inhibitors, primary screen, biochemical, fluorescence polarization, Cer-tagged CAL PDZ, HTS; Golgi-associated PDZ and coiled-coil motif-containing protein (Homo sapiens), Q9HD26; inhibition, % at 20 µM; hit rate 0.02% among 330,000; AID 504414, 2011; purified CAL PDZ, TMR-peptide fluorescence polarization, 1 h;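 active = highest replicate inhibition of at least 40%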;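 note: plate controls were DMSO neutral control wells for no effect and unlabeled competitor peptide control wells for full effect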
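Material: tagged CAL PDZ domain; buffer or medium: 25 mM sodium phosphate pH 7.4, 150 mM NaCl, TCEP, IgG, Thesit; compound dosing: single point, 20 µM; schedule: 1 h incubation at room temperature before polarization reading; measured by: FP readout, S and P plane fluorescence; read-out basis: percent inhibition from loss of millipolarization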
cardiac RTF act = cardiac RTF calcium sensitivity activators, primary screen, biochemical, IANBD-TnC fluorescence, EC20 calcium; Troponin I, cardiac muscle (Homo sapiens) + Troponin T, cardiac muscle (Homo sapiens) + …; IANBD-labeled TnC RTF fluorescence at EC20 calcium; 0% EC20 calcium, 100% full calcium; activation, % at 7.2 µM; hit rate 0.24% among 340,000; AID 493008, 2010;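 active = activation above the mean over all tested compounds plus 3 SD, cut at about 30% in these data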;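 note: rise in fluorescence read as greater calcium sensitivity of cardiac thin filaments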
DAGLB inh = DAGLB lipase inhibitors, primary screen, biochemical, fluorescence, HTS; HEK293T DAGLB membrane lysate, EnzChek fluorogenic substrate; inhibition, % at 5.17 µM; AID 504411, 2011; hit rate 0.059% among 340,000; Diacylglycerol lipase-beta (Homo sapiens), Q8NCG7; in the data active = inhibition above about 34%;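 note: 0% = enzyme with vehicle and 100% = wells lacking enzyme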
C-LANA FP = inhibitors of KSHV C-LANA binding to DNA, primary screen, biochemical, fluorescence polarization, FAM-LBS DNA, MBP-C-LANA, single point; Kaposi's sarcoma herpesvirus LANA C-terminal domain (residues 932-1162) DNA binding; inhibition, % at 9 µM; hit rate 0.078% among 340,000; AID 504423, 2011;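 active = highest replicate inhibition at or above 60% at 9 µM, even if other replicates fall short; inactive = all replicates below 60% inhibition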;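 note: 0% = neutral control wells and 100% = 4 µM acridine orange control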
Active calls of the source: *; / = no result given.

cardiac RTF act,DAGLB inh,CAL PDZ FP-2,Rtt109 Vps75,PKA-R2B act,CAL PDZ FP-1,SR-BI DiI-HDL act,Keap1 Nrf2 FP,C-LANA FP,RTF Ca sens inh,SMILES
5,1,-0.2,-2,1,-1,-10,-5,-0.6,1,Cc1ccc(NC(=O)CN2CCC(NC(=O)c3ccccc3F)CC2)cc1C
-5,-3,-0.4,-3,0,/,-13,1,0.8,-5,CCNC(=S)Nc1ccc2c(c1)oc1ccccc12
-3,-1,-0.4,-10,-11,-1,2,1,-2.9,-5,OCCC1CN(Cc2cnc(N3CCCC3)s2)CCN1Cc1ccccc1 (centres undefined)
3,3,-1.1,0,2,-1,16,-2,-1.5,4,CCC1Nc2ncnc(N3CCCCC3)c2N(Cc2ccccc2)C1=O (centres undefined)
-8,1,-2.2,-4,-2,-5,-4,0,-0.1,-5,O=C(Nc1ccccn1)C1CCN(S(=O)(=O)c2ccc3c(c2)OCCCO3)CC1
1,1,-0.2,22,-4,0,-2,0,-0.8,-2,CC1=C(C(N)=O)C(c2cccs2)n2ncnc2N1 (centres undefined)
3,0,/,-2,-10,-4,24,-2,2.3,-4,Cc1nn(C)c(C)c1S(=O)(=O)N1CCCC(C(=O)NC2CCCCC2)C1 (centres undefined)
7,1,0.7,3,-8,-3,4,-3,1.0,-5,Fc1ccc(N2CCN(Cc3cn[nH]c3-c3ccccc3)CC2)cc1
4,-1,-1.7,-12,-2,-1,-1,0,-0.9,4,CS/C(=N\N(C)C(N)=O)c1ccccc1
-1,-1,-1.7,1,3,-2,16,1,0.4,1,CN(C)C(=O)Cn1cc(S(=O)(=O)Cc2ccccc2)c2ccccc21
0,1,0.9,-7,3,-3,-1,-3,-4.8,-11,CC1=NN(c2cccc(F)c2)C(=O)/C1=C/c1ccc(N(C)C)cc1
6,-1,-0.3,-9,4,/,11,-6,0.2,-2,CCN(CC)CCSc1nc(O)c(Cc2ccccc2)c(=O)n1-c1ccccc1
10,-2,-2.1,-2,2,-4,-11,-3,-2.8,-20,COC(=O)c1ccc(CSc2nnc(NC(=O)c3cc4c(s3)CCCC4)s2)cc1
-2,-7,0.4,-4,5,-1,-7,5,0.9,0,CSCc1cc(N2CCOCC2)nc(-c2ccccc2)n1
9,2,-0.7,2,4,0,0,-4,1.3,-14,NS(=O)(=O)c1ccc(CCNCc2cccs2)cc1
5,2,-2.1,-13,-9,-5,-9,-5,3.8,-1,CS(=O)(=O)c1ccc(NS(=O)(=O)c2ccc3ccccc3c2)cc1
-9,-3,0.3,2,-4,-4,22,-1,-0.1,-3,Cc1ccc(NC(=O)CCC(=O)OC(C)C(=O)c2ccccc2)cc1 (centres undefined)
3,-2,0.3,-4,-11,-4,7,-2,0.0,-6,CC1(C)Cc2cccc(OCC(=O)OCC(=O)Nc3ccccc3)c2O1
3,-3,-1.2,-7,2,1,-31,-8,-2.1,-26,NS(=O)(=O)c1ccc(-c2c(-c3ccccc3)sc3ccccc23)cc1
-2,-6,-2.9,-27,-5,-3,-11,-5,-0.5,-4,COc1cccc(CN(C)C(=O)c2sccc2-c2ccccc2)c1OC
-3,-3,0.8,1,7,0,-1,-5,-1.2,-4,COc1cccc(C(=O)N(c2ccc(OC)cc2OC)C2C=CS(=O)(=O)C2)c1 (centres undefined)
-6,-4,-0.3,-17,-7,/,11,4,-0.8,2,O=C(C1CCCN(Cc2cccc(F)c2)C1)N1CCCCC1 (centres undefined)
-4,-3,-3.3,-7,-7,-2,-25,6,1.0,-1,C=CCNc1nnc(SCC(=O)Nc2ccccc2OC)c2ccccc12
-1,-1,-3.3,-2,2,/,-22,-1,-0.5,-11,CCOC(=O)C(NC(=O)c1ccc(OC)cc1)(N1CCOCC1)C(F)(F)F (centres undefined)
1,1,-1.7,4,6,-4,-37,-5,1.7,0,O=C(Nc1cccc(S(=O)(=O)N2CCCCCC2)c1)c1ccc(=O)[nH]c1
0,0,-3.8,-10,-6,-4,19,1,0.5,-19,COc1ccc(CC(=O)Nc2nnc(C)s2)cc1
4,-2,0.2,-4,7,12,18,-16,0.4,-3,C=CCN(c1ccccc1)S(=O)(=O)c1ccc2c(c1)oc(=O)n2C
9,2,-0.4,-2,-6,-1,2,-3,0.5,2,O=C(O)/C=C(\Oc1ccccc1)C1(O)CCCCC1
10,-3,3.7,-1,-12,0,8,-2,0.3,-2,O=C(COC(=O)COc1ccc(Cl)cc1)Nc1ncc(Br)s1
-1,-4,-1.8,-7,-4,-5,14,2,-0.9,1,CCOC(=O)CCSc1nc(C)c2ccccc2n1

3 entries out of the list above, sorted by their value in CAL PDZ FP-2, falling:
mol	CAL PDZ FP-2
O=C(COC(=O)COc1ccc(Cl)cc1)Nc1ncc(Br)s1	3.7
C=CCN(c1ccccc1)S(=O)(=O)c1ccc2c(c1)oc(=O)n2C	0.2
COc1cccc(CN(C)C(=O)c2sccc2-c2ccccc2)c1OC	-2.9

Next section.
cardiac RTF act,DAGLB inh,CAL PDZ FP-2,Rtt109 Vps75,PKA-R2B act,CAL PDZ FP-1,SR-BI DiI-HDL act,Keap1 Nrf2 FP,C-LANA FP,RTF Ca sens inh,SMILES
-4,0,-0.6,-21,-2,-3,32,-4,4.4,3,Cc1cccc(NC(=O)CC2NC3CCCCC3NC2=O)c1 (centres undefined)
6,-1,-1.1,-2,-1,-5,10,5,0.7,2,NS(=O)(=O)c1ccc(CCNC(=O)COC(=O)CN2C(=O)C3CCCCC3C2=O)cc1 (centres undefined)
0,-1,-2.2,/,-5,-4,-13,0,-0.4,4,O=C(Nc1ccccc1)NC1CCCc2ccccc21 (centres undefined)
6,-2,-2.5,/,-4,-3,-25,-3,-0.7,2,COc1ccc(CCNC(=O)C2CCN(S(=O)(=O)c3ccc(Cl)cc3)CC2)cc1OC
-1,0,-1.9,-7,4,-5,34,5,-1.5,0,C(=N\N=C\c1ccncc1)/c1ccncc1
4,16,-3.3,8,-9,-3,4,-3,0.4,-6,CCCC(=O)NC(c1ccc(OC)cc1)c1ccc2cccnc2c1O (centres undefined)
12,-5,-0.6,-1,-5,1,20,1,5.0,-2,Cc1ccc(NC(=O)COC(=O)CC2CCCC2)cc1F
5,-5,0.3,7,-7,-5,-12,-2,-0.4,-4,COc1cccc(C(=O)Nc2ccc(Oc3cccc(C(F)(F)F)c3)nc2)c1
0,-2,-0.9,-2,6,0,-17,0,0.4,-2,Cc1ccsc1/C=N/NC(=O)C1CC(=O)N(c2ccccc2)C1 (centres undefined)
6,-1,0.0,2,-9,/,27,-2,0.6,1,COCCN1Cc2cccc(C(=O)Nc3ccc4c(c3)OCCO4)c2C1=O
-10,2,-0.1,-8,-6,-1,-21,-1,-3.3,-1,Cc1ccc(C(=O)Nc2ccc(N3CCN(C)CC3)cc2)cc1C
1,-2,-1.9,-11,2,-1,/,-3,1.9,0,O=c1[nH]n(-c2ccccn2)c(=O)c2ccccc12
1,1,-5.8,-3,4,-1,-25,1,0.9,-3,O=C(Cn1cnc2ccccc2c1=O)NCc1cccs1
6,0,-0.3,-4,-6,-3,-7,-3,-1.3,-1,COCC(=O)Nc1ccc([N+](=O)[O-])cc1OC
-6,1,-1.2,-7,-7,0,31,-1,-0.1,1,COc1ccc(C(CNC(=O)C(C)(C)Oc2ccc(Cl)cc2)N2CCOCC2)cc1 (centres undefined)
9,1,-1.4,-8,8,-2,-4,1,1.4,-13,CC(=O)Nc1ccc(S(=O)(=O)Nc2ccc(N3CCOCC3)cc2)cc1
-2,0,-5.5,4,-5,2,13,-7,-1.2,2,COc1ccc(NC(=S)NC2CC3CCCC(C2)N3C2CC2)cc1 (centres undefined)
-2,-1,-0.2,-1,-3,8,0,-2,2.8,1,CC(C)NC(=O)NC(=O)CSc1nncs1
11,0,0.5,0,-7,-5,10,-1,-0.1,2,Cc1ccc(NC(=O)C2C3CCCC2C3c2ccccc2)cc1 (centres undefined)
-2,1,-1.6,13,-2,-1,/,0,-2.4,0,COc1ccc(CC2(CO)CCN(Cc3cnc(-c4ccccc4C)nc3)CC2)cc1
1,1,-2.1,-3,1,0,-4,-6,-0.8,-5,CCC(C)c1ccccc1NC(=O)COc1ccc(-c2nnco2)cc1 (centres undefined)
-6,1,-0.4,0,-6,-1,16,-4,-8.0,-5,COc1ccccc1-c1nc(C#N)c(N2CCN(C(c3ccccc3)c3ccccc3)CC2)o1
4,-13,-4.4,1,7,-3,-10,4,-0.5,-17,C=CCSc1nc2sc3c(c2c(=O)n1CC)CCC3

Source: PubChem BioAssay
